# Compound activity deposited in PubChem by Broad Institute.
# PGC1a acetyl inh: lowers PGC1a acetylation signal in U2OS cells; 350,000 tested, 0.17% active; AlphaScreen anti-acetyl-lysine; with virally co-expressed GCN5 acetyltransferase; inhibition, % at 15.6 µM; AID 651687;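 active = every replicate shows inhibition of at least 40%; inconclusive = mean inhibition at least 40% but some replicate below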;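 also: 0% = neutral control wells and 100% = positive control wells; some results beyond the cut were filed as inactive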
# Cneo AK release: Cryptococcus neoformans lysis via adenylate kinase release. C. neoformans lysis, adenylate kinase release luminescence, 4 h; normalised: neutral wells 0, clomiphene wells 100. lysis activity, % at 15 µM. 360,000 tested, 0.2% active;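 active = mean lysis activity across replicates of at least 80%, whatever share of replicates individually reach that level; inactive = mean lysis activity below 80%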
#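 Material: C. neoformans cells; Schedule: 4 h static compound exposure, 37 °C, read 1 h post-reagent; Measured by: adenylate kinase release luminescence; Read-out: signal increase indicating cell lysis; Controls: Clomiphene as positive lysis control.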
# PglD DTNB: blocks C. jejuni PglD acetyltransferase activity. purified PglD enzyme, DTNB colorimetric CoA detection. inhibition, % at 12.5 µM. 360,000 tested, 0.098% active; in the data active = inhibition above about 16%, passing the limit was not always enough; inconclusive = no clear call, values can overlap the other calls; also: strong numbers were not always called active
# RAD54 inh: blocks human RAD54 Holliday junction branch migration | Q92698 | inhibition, % at 10.4 µM | 360,000 tested, 0.14% active | FAM/BHQ fluorescence | AID 602329;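 active = mean normalized replicate activity at least 40 and at least half of replicates scoring 40 or more; inconclusive = only one of the two criteria met; inactive = mean below 40 and under half of replicates reaching 40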;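 also: 0% = median of neutral control wells and 100% = median of positive control wells; inhibitors cause a drop in the FAM fluorescence signal; in these data hits start at about 50%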
# miR122 inh: blocks miR-122 activity in Huh7 sensor cells | Huh7 miR-122 Renilla luciferase sensor, 48 h; neutral wells = 0, positive control = 100 | activation (reporter increase), % at 12.5 µM | 340,000 tested, 0.3% active;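 active = mean replicate activation score at least 90 and every replicate individually at or above 90; inconclusive = only one of the two criteria met; inactive = neither criterion met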;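 also: higher luciferase means less miR-122 activity so hits act as miR-122 inhibitors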
# RAD52 inh: blocks human RAD52 DNA annealing | AID 651710 | inhibition, % at 18.7 µM | recombinant RAD52 DNA annealing, FRET fluorescence | P43351 | 360,000 tested, 0.46% active;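 active = every replicate showing at least 50% inhibition; inconclusive = mean inhibition at least 50% but not in every replicate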
# Target sequence (P43351 whole entry, looked up): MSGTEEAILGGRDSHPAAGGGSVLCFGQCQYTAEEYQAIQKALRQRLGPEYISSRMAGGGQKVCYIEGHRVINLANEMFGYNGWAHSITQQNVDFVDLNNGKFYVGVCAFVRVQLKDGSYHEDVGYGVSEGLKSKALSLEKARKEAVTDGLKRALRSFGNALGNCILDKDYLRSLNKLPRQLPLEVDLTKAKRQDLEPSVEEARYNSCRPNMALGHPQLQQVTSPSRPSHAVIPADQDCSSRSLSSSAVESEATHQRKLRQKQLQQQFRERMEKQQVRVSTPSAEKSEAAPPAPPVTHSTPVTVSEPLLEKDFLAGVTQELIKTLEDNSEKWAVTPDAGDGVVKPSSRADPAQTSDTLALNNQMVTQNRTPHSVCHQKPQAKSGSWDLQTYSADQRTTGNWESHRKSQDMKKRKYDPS
# E-selectin induc: E-selectin induction on HUVECs | AID 686992 | activation, % at 7.58 µM | HUVEC E-selectin immunofluorescence imaging; normalized: neutral wells 0, TNF-alpha wells 100 | P16581 | 260,000 tested, 0.37% active;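 active = mean E-selectin-positive cell signal at least 10% of the positive control, reached in at least 60% of replicates, without over 20% cell loss; inconclusive = no rule given, readout overlaps actives, possibly toxicity-flagged; inactive = the rest, including those meeting only one limit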;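 also: in these data hits start at about 27%; measured in HUVEC primary endothelial cells; signal is the percent of cells scored E-selectin positive by PE staining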
# Target sequence (P16581 whole entry, looked up): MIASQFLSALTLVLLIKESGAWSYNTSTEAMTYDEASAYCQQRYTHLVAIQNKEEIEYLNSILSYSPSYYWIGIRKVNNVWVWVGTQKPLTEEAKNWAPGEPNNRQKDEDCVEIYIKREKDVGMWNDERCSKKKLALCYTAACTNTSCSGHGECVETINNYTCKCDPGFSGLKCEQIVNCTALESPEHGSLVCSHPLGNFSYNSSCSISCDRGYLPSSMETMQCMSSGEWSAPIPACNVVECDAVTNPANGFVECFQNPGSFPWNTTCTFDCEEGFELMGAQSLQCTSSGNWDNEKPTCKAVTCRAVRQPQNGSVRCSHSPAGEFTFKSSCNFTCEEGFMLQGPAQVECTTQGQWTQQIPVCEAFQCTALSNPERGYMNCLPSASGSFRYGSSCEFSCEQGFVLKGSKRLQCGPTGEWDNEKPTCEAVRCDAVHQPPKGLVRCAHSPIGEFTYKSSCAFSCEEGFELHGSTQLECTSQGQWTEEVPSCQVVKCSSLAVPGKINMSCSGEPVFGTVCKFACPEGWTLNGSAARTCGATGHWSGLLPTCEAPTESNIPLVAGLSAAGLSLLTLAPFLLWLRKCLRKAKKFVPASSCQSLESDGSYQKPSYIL
#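 Read-out: % PE-positive cells | Test system: HUVEC | Doses: One compound dose added by pin transfer | Buffer or medium: EGM-2 over gelatin coat | Signal: Immunofluorescence imaging | Benchmarks: TNF-alpha, DMSO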
# ERAP1 inh: blocks human ERAP1 aminopeptidase activity; Q9NZ08; recombinant ERAP1, Leu-AMC fluorescence, 60 min; inhibition, % at 10.7 µM; 340,000 tested, 0.15% active;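 active = mean replicate inhibition of at least 30%, or all replicates individually reaching that 30% level; inactive = mean below 30% and not every replicate reaching it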;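 also: 0% = neutral control wells and 100% = L-leucinethiol positive control wells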
# Active calls of the source: *; ? = inconclusive; / = no result given; & = joins results of further samples; [ ] = dose if it differs, or a comment.
# The line under a structure holds: PglD DTNB	RAD54 inh	RAD52 inh	PGC1a acetyl inh	miR122 inh	Cneo AK release	E-selectin induc	ERAP1 inh
1	COCCn1c(C)cc(C(=O)COc2ccc(N(C)S(=O)(=O)c3ccc(C)cc3)cc2)c1C
    0	-7	-8	-18	-8	-2	/	-7
2	O=C(c1ccc(OC2CCN(CCCc3ccccc3)CC2)cc1)N1CCCC1
    3	-4	-7	2	-2	-6	-0.3	0
3	COC(=O)[C@]1(C)N[C@H](CN(C)C(=O)c2ccc(F)cc2)[C@@H]2C(=O)N(C)C(=O)[C@@H]21
    -3	-12	-12	/	/	1	-0.1	1
4	C[C@H]1CN([C@@H](C)CO)C(=O)c2cccc(NC(=O)Nc3ccccc3)c2O[C@H]1CN(C)C(=O)Nc1cccc2ccccc12
    -6	4	-12	0	-1[16.7 µM]	-1	-2.9	1
5	C[C@H]1CCCCO[C@H](CN(C)Cc2ccccc2)[C@@H](C)CN([C@@H](C)CO)C(=O)c2cc(NS(=O)(=O)c3ccc(Cl)cc3)ccc2O1
    3	-2	47	-2	-8[16.7 µM]	4	/	-1
6	CC(C)(CNC(=O)c1cccc(F)c1)CNC(=O)c1cccc(F)c1
    -2	-2	1	-1	0	1	/	/
7	CCCCCCCN1CCC(=O)N([C@H](CO)CC(C)C)CC1
    1	-13	-4	5	7	2	-0.1	/
8	NS(=O)(=O)c1ccc(NC(=S)N2CCN(Cc3ccc(Cl)c(Cl)c3)CC2)cc1
    /	/	-34	2	4	/	/	0
9	CC(C)C#Cc1ccc([C@@H]2[C@@H](CO)N3C(=O)CN(C(=O)c4ccccn4)C[C@@H]23)cc1
    /	/	6	5	/	/	0.4	1
10	COc1ccc(OC(C)C(=O)Nc2cccc([N+](=O)[O-])c2)cc1 (configuration not stated)
    4	-8	/	-15	3	3	/	/
11	C/C(CC(=O)Nc1ccc(Cl)cc1Cl)=N\NC(=O)c1cnccn1
    /	/	-3	5	4	/	2.2	0
12	O=C(Oc1ccc(C(=S)N2CCOCC2)cc1)c1ccc(F)cc1
    0	-8	-15	7	330*	-2	/	0
13	CN(C)c1ccc2c(c1)[C@H]1C[C@@H](CC(=O)NCC3CC3)O[C@@H](CO)[C@H]1O2
    -5	-28	-79	3	-4[16.7 µM]	18	-0.3	-2
14	CCOc1ccc(C=NNc2ccc(S(=O)(=O)Nc3ccccc3C(=O)O)cc2[N+](=O)[O-])cc1
    -2	-13	29	0	-4	1	/	-9
15	COC(=O)C1=C(C(C)=O)C(c2ccc(C)cc2)n2nnnc2N1 (configuration not stated)
    -3	2	/	-1	-2	9	/	/
16	Nc1ccccc1-c1nc2ccccc2[nH]c1=O
    0	2	0	/	-6	-4	0.0	0
17	COc1ccccc1-c1ccc2c(c1)O[C@H](CN(C)C(=O)c1ccccc1)[C@H](C)CN([C@H](C)CO)S2(=O)=O
    1	-9	19	2	17[16.7 µM]	2	0.5	0
18	Cc1nn(Cc2ccc(Br)cc2)c(C)c1NC(=O)c1nn(C)cc1Cl
    -9	-1	/	-12	6	-1	/	/
19	O=S(=O)(c1cc(C(F)(F)F)ccc1Cl)N1CCN(Cc2ccc(OCCO)cc2)CC1
    -7	-5	-10	/	/	-5	/	2
20	CCc1ccc(OCC(=O)NC(=S)Nc2ccc(F)cc2)c(Br)c1
    -1	1	/	-5	-1	-1	/	/
21	c1ccc(-n2nnc3c(N4CCOCC4)ncnc32)cc1
    -3	-4	-7	8	-9	/	/	4
22	O=C(COC(=O)c1ccc[nH]c1=O)NC1CCCC1
    /	0	/	4	-2	1	/	/
23	CN(C)CC(=O)N1[C@@H](C#N)[C@H](c2ccc(-c3cccc(C(=O)N(C)C)c3)cc2)[C@@H]1CO
    -3	9	-8	-4	/	-1	-0.2	2
24	CCOCCCNC(=O)Cn1cnc2c(cnn2-c2ccc(OC)cc2)c1=O
    2	5	5	/	-4	-2	/	-1
25	N#Cc1ccc(-c2ccc([C@@H]3[C@@H](CO)N4CCCCN(C(=O)Nc5ccc(F)cc5)C[C@H]34)cc2)cc1
    2	-31	-1	-11	4[16.7 µM]	4	-0.7	2
26	CN(C(=O)COc1cc(=O)n(C)c2ccccc12)c1cccc(Cl)c1
    -5	-4	2	1	4	-6	0.0	/
27	CC1CCN(CCCNc2cc(NCCO)c([N+](=O)[O-])c3nonc23)CC1
    2	13	11	/	-1	-3	0.1	-10
28	C[C@@H]1CN([C@H](C)CO)C(=O)c2cc(NS(=O)(=O)c3ccccc3)ccc2O[C@@H]1CN(C)C(=O)Nc1cccc2ccccc12
    0	8	-3	4	-3[16.7 µM]	43	-0.1	-1
29	CSc1nc(-c2cccs2)c(C#N)c(=O)[nH]1
    8	-22	-31	5	-2	18	8.1	6
30	CC(NC(=O)CNC(=S)N(Cc1cccs1)C1CCCC1)c1ccccc1 (configuration not stated)
    0	-12	-26	/	?	1	2.0	2

# Results in sequence from above:
# Compounds 13–17 in PglD DTNB, in turn: -5, -2, -3, 0, 1
# Compounds 13–17 in RAD54 inh, in turn: -28, -13, 2, 2, -9

# The listing continues.
# The line under a structure holds: PglD DTNB	RAD54 inh	RAD52 inh	PGC1a acetyl inh	miR122 inh	Cneo AK release	E-selectin induc	ERAP1 inh
31	Cn1c(=O)[nH]c(=O)c2c1nc(N1CCOCC1)n2CCN1CCOCC1
    1	7	/	-2	-3	1	/	/
32	OCC1CCCN(C(=S)Nc2ccc(Oc3ccccc3)cc2)C1 (configuration not stated)
    4	5	-19	-24	2	-3	/	0
33	Cc1ccc(-c2nc(CS(=O)(=O)CC(=O)NCCCN3CCOCC3)c(C)o2)cc1
    1	7	-5	-6	0	6	/	-1
34	c1ccc2nc(-c3nc4ccccc4o3)ccc2c1
    -1	11	/	-6	2	-5	/	/
35	CC(C)c1ccc(C2CC(=O)c3cnc(N4CCc5ccccc5C4)nc3C2)cc1 (configuration not stated)
    -5	-1	/	-12	-4	0	/	/
36	CCN(CC)CCN1C(=O)C(=O)/C(=C(/O)c2ccc(S(=O)(=O)N3CCOCC3)cc2)C1c1ccc(C(C)(C)C)cc1 (configuration not stated)
    -5	7	/	/	5	-1	/	/
37	CCN(CC)S(=O)(=O)c1ccc(C(=O)OCC(=O)N2CCOCC2)cc1
    1	-13	0	-2	2	5	-0.1	-4
38	COc1ccc(CC(=O)Nc2ccc(F)c(Cl)c2)cc1S(=O)(=O)N1CCOCC1
    5	-2	-3	-2	/	3	/	2
39	C[C@@H]1CN([C@@H](C)CO)C(=O)CCCn2cc(nn2)CO[C@@H]1CN(C)S(=O)(=O)c1cccc(C#N)c1
    /	/	-2	3	/	/	-0.3	-2
40	CCOC(=O)[C@H]1[C@H]2COc3ccc(OC)cc3[C@@H]2N2C(=O)c3ccc(C)cc3NC(=O)[C@@]12C
    3	-8	-12	-2	-8	1	-0.3	2
41	CC1(OC(=O)CCc2ccccc2)C(=O)C=C2C=C3CCCN3C=C2C1=O (configuration not stated)
    0	-6	-33	/	-4	-2	-0.2	1
42	C[C@H](CO)N1C[C@H](C)[C@H](CN(C)C(=O)NC2CCCCC2)Oc2cc(-c3cccnc3)ccc2S1(=O)=O
    -1&4&1	5&4&3	-8&3&-7	-18&-11&-22	3	3&58&7	-0.1&0.1	1&0&-2
43	COc1ccccc1CCNC(=O)CSc1nc(-c2ccco2)cc(C(F)(F)F)n1
    /	1	-14	9	1	-1	-0.2	-3
44	O=C(Nc1ccc(F)cc1)N1C[C@H]2[C@@H](c3ccccc31)[C@@H](CO)N2C(=O)c1ccncc1
    1	-3	-16	-3	0[16.7 µM]	-1	0.1	2
45	COc1ccc(NC(=O)COC(=O)C2COc3ccccc3O2)cc1 (configuration not stated)
    -4	-5	-42	/	1	0	-1.0	0
46	Cc1ccsc1C(=O)OCC(=O)NC1CCCC1
    -1	11	-10	4	0	-2	-1.0	0
47	Cc1ccc(C2C=C(c3ccccc3)Nc3ncnn32)cc1 (configuration not stated)
    -4	-1	-26	/	/	0	0.2	-11
48	Cc1nnc(N(C)C(=O)Cc2ccc3c(c2)OCO3)s1
    -1	6	/	5	-9	0	/	/
49	Cc1ccc(S(=O)(=O)Nc2ccc(NC(=O)/C=C/C(=O)O)cc2)cc1
    1	9	-13	6	-1	-1	1.1	6
50	CCCN(C)C[C@H]1Oc2cc(C#C[C@@H](C)O)ccc2S(=O)(=O)N([C@@H](C)CO)C[C@H]1C
    1	5	5	?	12[16.7 µM]	9	-0.2	-3
51	Cn1c(=O)c2c(nc(CN3CCN(C(=O)c4ccco4)CC3)n2Cc2ccc(Cl)cc2)n(C)c1=O
    -4	-10	/	2	-6	0	/	/
52	CC(=O)N[C@H]1CC[C@@H](CC(=O)NCC2CCCCC2)O[C@@H]1CO
    -1	-6	-3	1	/	-2	0.9	-2
53	Cc1cccc(C)c1N(CC(=O)NCc1ccccc1)C(=O)c1csnn1
    -4	0	-6	3	-9	0	/	-1
54	O=C(NCc1ccc(Cl)cc1)c1ccc(N2CCCC2=O)cc1
    -1	-12	-3	/	-4	0	-0.3	4
55	C[C@@H]1CCCCO[C@H](CN(C)Cc2ccncc2)[C@H](C)CN([C@H](C)CO)C(=O)c2cc(NC(=O)Nc3ccc(C(F)(F)F)cc3)ccc2O1
    0	-16	40	11	-2[16.7 µM]	-2	-0.3	1
56	NC(=O)C1CCN(c2ncccc2[N+](=O)[O-])CC1
    2	-5	-1	8	-8	9	/	1
57	O=C(Cn1c(=S)[nH]c2ccccc2c1=O)N1CCc2ccccc2C1
    1	4	-23	7	/	3	0.3	-2
58	COc1ccc2c3c([nH]c2c1)[C@@H](CO)NCC31CCN(C(=O)C2CCOCC2)CC1
    /	/	-13	-6	/	/	2.6	1
59	CN(C)c1nc(N)nc(CSc2ncc(Cl)cc2Cl)n1
    1	3	/	-1	-9	1	/	/
60	COc1ccc(C(=O)N[C@H](C(=O)OCc2nc3ccsc3c(=O)[nH]2)C(C)C)cc1
    /	/	-18	-4	5	/	-1.6	0
61	O=C(CN1C(=O)NC2(CCCc3ccccc32)C1=O)c1ccc(F)c(F)c1 (configuration not stated)
    /	/	-14	5	35	/	0.9	4
62	CCSc1nsc(NC(=O)Nc2cccc(C(C)=O)c2)n1
    -2	-11	1	/	/	0	/	0
63	O=S(=O)(O)c1cc(O)c2ccc(Nc3ccccc3)cc2c1
    0	-19	-26	17	-1	-1	/	40*
64	CCCC(=O)Nc1ccc2c(c1)OC[C@@H](C)N(S(=O)(=O)c1cn(C)cn1)C[C@H](C)[C@H](OC)CN(C)C2=O
    5	-2	-9	2	18[16.7 µM]	-2	0.1	0
65	CO[C@@H]1CN(C)C(=O)c2ccc(NC(C)=O)cc2OC[C@H](C)N(Cc2cncnc2)C[C@@H]1C
    2	-3	/	-3	/	1	0.0	/
66	COc1cc(CNCc2ccccc2)ccc1OCC(O)c1ccccc1 (configuration not stated)
    5	7	0	9	9	0	4.5	-9
67	COCCNC(=O)C(c1cccs1)N(C(=O)Cn1nnc2ccccc21)c1ccccc1 (configuration not stated)
    -2	-5	/	-10	5	4	/	/
68	O=C(Nc1ccc(C(F)(F)F)cc1)C1CCN(S(=O)(=O)c2ccc(N3CCCC3=O)cc2)CC1
    -2	0	-8	/	-11	0	/	-1
69	Cc1ccc(N2CC(C(=O)Nc3cc(S(=O)(=O)N4CCCCC4)ccc3C)CC2=O)cc1 (configuration not stated)
    -1	-1	5	-7	9	-1	/	-9
70	COC(=O)C[C@H]1C=C[C@H](N)[C@H](CO)O1
    0	1	-8	8	/	1	0.9	-3
